# Bioassay records deposited in PubChem by National Center for Advancing Translational Sciences (NCATS).
# Epigenetic derep: Quantitative High-Throughput Screen for Regulators of Epigenetic Control. murine LDR cells, GFP reporter derepression, 30 h. 0.2% of 280,000 active. AID 1865, 2009. Potency, µM (series often up to 53.9 µM), without a hit: at the top dose GFP activation, actives largely listed as activators; further: potency means the concentration at half of the fitted maximal effect; % of control where 0% means no effect; nearly all actives have a fitted effect of over 60% in size
#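 Derepression of a silenced CMV-GFP reporter in murine LDR cells is scored by enumerating GFP-positive cells with a laser-scanning microplate cytometer after 30 hours of treatment at 37 C.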
# NPSR antag: qHTS Assay for Antagonists of the Neuropeptide S Receptor: cAMP Signal Transduction; Q6W5P4; CHO-NPSR cells, cAMP TR-FRET, antagonist mode; Potency, µM (highest dose often 38.3 µM), for inactives: top-dose activity change, negative = inhibition, usual class: inhibitors; 1% of 220,000 active; further: potency means the concentration at half of the fitted maximal effect; on the % scale 0 is the no-effect control and ±100 the full control effect; nearly all actives have a fitted effect of over 50% in size; many of its hits are not listed in these tables
# Target sequence (Q6W5P4 whole entry, looked up): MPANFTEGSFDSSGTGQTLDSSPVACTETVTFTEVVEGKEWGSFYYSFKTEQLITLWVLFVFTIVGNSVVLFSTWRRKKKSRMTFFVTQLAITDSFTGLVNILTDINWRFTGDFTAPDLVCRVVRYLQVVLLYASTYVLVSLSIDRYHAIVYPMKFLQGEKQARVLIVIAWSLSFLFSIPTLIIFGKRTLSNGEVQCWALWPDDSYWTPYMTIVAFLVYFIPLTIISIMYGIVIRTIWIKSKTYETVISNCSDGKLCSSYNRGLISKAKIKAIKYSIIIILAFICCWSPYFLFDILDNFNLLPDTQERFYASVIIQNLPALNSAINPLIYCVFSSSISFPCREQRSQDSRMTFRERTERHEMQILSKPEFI
# LMNA splice mod: qHTS Assay for Modulators of Lamin A Splicing | HeLa LMNA splicing GFP/RFP minigene ratio, 48 h | Potency, µM (titrated, usually from 46.1 µM), for the others: at the highest dose ratio change, negative = inhibition, actives largely listed as inhibitors | 0.01% of 200,000 active; active means well fitted inhibition curve with a large enough effect in the signal ratio, with a control signal flat, not every such curve was filed as active; inconclusive means small, poorly fitted or top-dose-only effect, or effect the other way, or a change in a side signal; the % refers to the signal ratio; further: potency means the concentration at half of the fitted maximal effect; on the % scale 0 is the no-effect control and ±100 the full control effect
#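 S3 HeLa stable clones carrying a lamin A-EGFP splicing minigene plus DsRed2 were seeded at 600 cells/well in Opti-MEM with 2% FBS, pin-dosed and incubated 48 h at 37°C. Acumen cytometry (488 nm) gave the GFP/RFP total-intensity ratio.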
# Luc counter: Counterscreen for Luciferase (Kinase-Glo TM) Inhibition; Luciferin 4-monooxygenase (Photuris pensylvanica), Q27757; Kinase-Glo luciferase, ATP luminescence, 8 min; Potency, µM (doses to about 38.3 µM), without a hit: top-dose activity change, negative = inhibition, usual class: inhibitors; 0.28% of 200,000 active; further: potency means the concentration at half of the fitted maximal effect; on the % scale 0 is the no-effect control and ±100 the full control effect; nearly all actives have a fitted effect of over 60% in size
#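 Kinase-Glo luciferase light output from ATP and luciferin was measured with 10 uM ATP, within the enzyme's linear range. Buffer: 50 mM imidazole pH 7.2, 50 mM KCl, 7 mM MgCl2, 0.01% Tween 20, 0.05% BSA; luminescence read after 8 min at ambient temperature.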
# HttQ103 aggreg: qHTS Multiplex Assay to Identify Dual Action Probes in a Cell Model of Huntington: Aggregate Formation (GFP); PC12 HttQ103-GFP aggregates, Acumen cytometry, 40 h; Potency, µM (top dose mostly 46.1 µM), for inactives: top-dose activity change, negative = inhibition, most hits filed as inhibitors; 1.1% of 220,000 active; further: potency means the concentration at half of the fitted maximal effect; on the % scale 0 is the no-effect control and ±100 the full control effect; nearly all actives have a fitted effect of over 60% in size
#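 Compounds (qHTS titration) were added to PC12 cells expressing an ecdysone-driven HTT exon 1 Q103–GFP fusion after induction with 100 nM tebufenozide. Aggregate formation was measured as GFP objects in cell lysates.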
# IMPase Li cell: qHTS Assay for Identifying the Cell-Membrane Permeable IMPase Inhibitors: Potentiation with Lithium | Potency, µM (series often up to 59.4 µM), without a hit: at the top dose activity, negative = IMPase inhibition, usual class: inhibitors | 0.35% of 210,000 active | AID 1457, 2008 | CHO-M1 cells, IP1 TR-FRET (IP-One), carbachol + lithium;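 further: IP1 builds up when IMPase is blocked and the TR-FRET signal falls; potency means the concentration at half of the fitted maximal effect; plate controls were basal vehicle for no effect and high inhibitor control for full effect; nearly all actives have a fitted effect of over 50% in size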
#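 CHO cells stably expressing M1 receptor (2000/well, cultured 16–30 h) treated 30 min at 37C with compound plus low lithium. Cytosolic IP1 by TR-FRET (665/620 ratio and 620 channel) after 10 min lysis; AC50 by Hill fit.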
# CBFb-RUNX1 inh: qHTS Assay for Compounds Blocking the Interaction Between CBF-beta and RUNX1 for the Treatment of Acute Myeloid Leukemia. Runt-related transcription factor 1 (Homo sapiens) + Core-binding factor subunit beta …. AlphaScreen CBFb-His/RUNX1-biotin binding, biochemical. Potency, µM (series often up to 59.8 µM), for inactives: top-dose activity, negative = inhibition, actives largely listed as inhibitors. 230,000 tested, under 10 active; further: % of control where 0% means no effect
# Target sequence (Q01196 whole entry, looked up): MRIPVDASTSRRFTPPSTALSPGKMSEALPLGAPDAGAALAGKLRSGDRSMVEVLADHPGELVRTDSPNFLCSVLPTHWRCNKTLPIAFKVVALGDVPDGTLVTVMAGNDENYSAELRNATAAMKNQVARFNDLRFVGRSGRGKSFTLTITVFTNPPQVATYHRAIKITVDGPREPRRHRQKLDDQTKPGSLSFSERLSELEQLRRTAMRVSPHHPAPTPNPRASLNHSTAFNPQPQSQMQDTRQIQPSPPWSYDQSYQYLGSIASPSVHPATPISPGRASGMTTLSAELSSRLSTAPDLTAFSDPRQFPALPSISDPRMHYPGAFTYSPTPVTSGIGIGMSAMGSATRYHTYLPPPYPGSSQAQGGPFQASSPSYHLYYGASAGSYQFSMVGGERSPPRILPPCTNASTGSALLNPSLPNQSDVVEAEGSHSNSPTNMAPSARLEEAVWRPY
# Target sequence (Q13951 whole entry, looked up): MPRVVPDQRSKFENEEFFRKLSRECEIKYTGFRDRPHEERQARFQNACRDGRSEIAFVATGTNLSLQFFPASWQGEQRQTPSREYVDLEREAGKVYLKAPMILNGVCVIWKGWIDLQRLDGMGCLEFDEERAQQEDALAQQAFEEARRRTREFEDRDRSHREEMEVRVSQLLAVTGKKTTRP
#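 Proteins preincubated together for 20 min at RT before compound addition; 15 min later, nickel and streptavidin beads were added and left 90 min prior to AlphaScreen measurement.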
# Numbers without * were called inactive; ? = inconclusive; nt = no result given; [ ] = remark or other dose. Unless noted, the call rests on the fitted dose curve; in most records, active means well fitted curve in the direction sought with a large enough effect; inconclusive means small, poorly fitted or top-dose-only effect, or another doubt; inactive means no such curve, though single readings can be large; an effect the other way counts as inactive or inconclusive.
# Every second line gives: LMNA splice mod, NPSR antag, HttQ103 aggreg, Epigenetic derep, IMPase Li cell, Luc counter, CBFb-RUNX1 inh
O=C(Nc1cccc(C(F)(F)F)c1)c1ccc(-n2cncn2)nc1
  13%[46 µM], -3%, 0%, -0.1%, -8%, -1%, -3%
COc1ccc(S(=O)(=O)NC(C(=O)NCCc2ccccn2)C(C)C)cc1 (configuration not stated)
  nt, 14%, 12%, 1.7%, 3%, 3%, 3%
Cc1ccc(NC(=O)c2ccccn2)cc1S(=O)(=O)N1CCOCC1
  17%[46 µM], 4%, -15%, 0.0%, -7%, 1%, 16%
O=C(NCc1cccnc1)C1CCN(S(=O)(=O)c2cccs2)CC1
  -4%, -2%[46.1 µM], -28%, 1.2%, nt, nt, 7%
Cc1cc(C)c(C(=O)Nc2ccc(C)c(C)c2)c(CC(C)(C)C(=O)O)c1
  5%[46 µM], 0%, -11%[9.22 µM], 1.1%, nt, nt, 8%
COc1ccc(CNC(=O)CN(C(=O)CCC(=O)Nc2ccccn2)c2ccccc2OC)cc1
  -1%, -11%[46.1 µM], nt, -2.1%, nt, nt, 0%
O=C(/C=C/c1ccc(Cl)cc1)N1CCN(c2ccccc2[N+](=O)[O-])CC1
  ?, -9%, -12%, -1.8%, 8%, 1%, ?
COc1ccc(/C=C/C(=O)Oc2cccc(/C=N/NC(=O)Cc3ccc(Br)cc3)c2)cc1
  nt, -26%, 23%[9.22 µM], 6.8%, nt, nt, 9%
Cc1ccc(S(=O)(=O)Cn2nnnc2C(CC(C)C)N2CCN(C(=O)c3ccco3)CC2)cc1 (configuration not stated)
  ?, 0%, -4%, 0.3%, 3%, 2%, 7%
CC(C)C(C(=O)Nc1cccnc1)N1C(=O)c2ccccc2C1=O (configuration not stated)
  -6%, -3%[46.1 µM], -1%, -1.2%, 4%[38.3 µM], 3%, ?
CSc1ncccc1C(=O)OCC(=O)NC(=O)NCCC(C)C
  2%, 9%[46.1 µM], 6%, 1.4%, -26%[38.3 µM], -3%, 2%
O=C(CSc1nc2ccccc2[nH]1)Nc1ccccc1N1CCOCC1
  -5%, -14%[46.1 µM], 3%, 0.9%, 10%[38.3 µM], -2%, -4%
O=C(Nc1ccc(Cl)cn1)Nc1ccccc1F
  -7%, 1%[46.1 µM], -18%, -0.8%, -1%, 0%, -4%
Cc1cccc(NC(=S)N(CCN(C)C)Cc2cccs2)c1
  nt, 0%, 4%, 0.9%, -4%, 9%, 3%
CCCN1C2CCCC1CC(NC(=O)c1ccccc1)C2 (configuration not stated)
  -1%, -10%[46.1 µM], 2%, -1.0%, 53%[activator][38.3 µM], -5%, 1%
CCCc1nc(N)nc2c1C(=O)CC(C)(C)C2
  -4%, 7%[46.1 µM], 8%, 1.5%, -4%[38.3 µM], -1%, 4%
CCOC(=O)c1ccc(NC(=O)C(C)NS(=O)(=O)c2ccc(OC)cc2)cc1 (configuration not stated)
  -6%, -22%[46.1 µM], -3%, -2.1%, 47%[activator][38.3 µM], 9%, -7%
Cc1cc(C)cc(-n2cc(C(=O)O)c(=O)cc2C)c1
  6%[46 µM], 3%, -7%, 2.1%, 5%, -3%, 19%
CC(=O)Nc1nonc1-c1nc2ccccc2n1Cc1ccccn1
  0%, 1%[46.1 µM], ?, -1.0%, 1%[38.3 µM], -3%, -1%
CN(CCc1ccccn1)C(=O)CCC1CCCN(C(=O)c2ccccn2)C1 (configuration not stated)
  ?, -7%, 8%[9.22 µM], 1.1%, 0%, -2%, 2%
Cc1cc(N)n(-c2ccc(S(N)(=O)=O)cc2[N+](=O)[O-])n1
  nt, 6%, 9%, -1.4%, 1%, 1%, 2%
CC12CN3CCN(CC(C3)/C1=N\NC(=O)c1ccccc1N)C2
  nt, -20%, 2%[9.22 µM], 3.8%, nt, nt, 2%
Cc1nc2ccccc2c(=O)n1/N=C/c1ccccn1
  0%, -1%[46.1 µM], -6%[9.22 µM], -0.5%, 3%[38.3 µM], 1%, 10%
COc1ccc2[nH]c(=O)c(CN(C)C(=O)C3CCCCC3)cc2c1
  -11%, 11%[46.1 µM], 7%, 1.9%, 28µM*, -6%, 7%
N#CCSc1nnc(-c2cnccn2)n1Cc1ccccc1
  3%, 1%[46.1 µM], -15%, -1.2%, 2%, 1%, 11%
O=C(c1cccc(Oc2ccccc2)c1)N1CCN(c2ccccn2)CC1
  -18%[46 µM], -9%, 11%, 8.3%, -1%, -2%, 10%
CCN(c1ccccc1)S(=O)(=O)c1ccc2[nH]cc(C(=O)N3CCOCC3)c(=O)c2c1
  -9%, -1%[46.1 µM], 9%, -2.1%, 23%[38.3 µM], 2%, -6%
CCOC(=O)c1c(C)[nH]c(C)c1C(=O)COC(=O)c1cc2ccccc2cc1O
  ?, ?, ?, 0.1%, nt, nt, ?
CCCC(C)NC(=O)c1ccc(OCc2ccc(Cl)cc2)c(OC)c1 (configuration not stated)
  -4%, -11%, 15%, -1.1%, 2%, 3%, 10%
CCOC(=O)N1CCN(CCC(=O)Nc2cc([N+](=O)[O-])ccc2OC)CC1
  -7%, -6%, 8%, -1.3%, -2%, -5%, -8%

# Next compounds:
# Every second line gives: LMNA splice mod, NPSR antag, HttQ103 aggreg, Epigenetic derep, IMPase Li cell, Luc counter, CBFb-RUNX1 inh
O=C(COC(=O)C1CCN(S(=O)(=O)c2cccs2)CC1)c1ccc2c(c1)OCCO2
  7%, -10%[46.1 µM], -20%, 0.7%, -3%[38.3 µM], 1%, 11%
COc1ccc(C(C)(C)C)cc1NC(=O)C1CC=CCC1C(=O)O (configuration not stated)
  4%, -10%[46.1 µM], 9%, 0.2%, -3%[38.3 µM], 3%, 3%
Cc1cc(SCC(=O)OCC(=O)NCC2CCCO2)c(C)cc1Br (configuration not stated)
  nt, -3%, 7%, -3.4%, 4%, -1%, -1%
COc1ccc(/C=N/NC(=O)c2ccco2)cc1OCc1ccccc1
  nt, 3%, -12%[9.22 µM], -1.0%, nt, nt, -2%
COC(=O)c1cc(Br)c(=O)n(CCN2CCCCC2)c1
  -1%, 1%[46.1 µM], -6%, -1.1%, -1%[38.3 µM], -3%, -4%
O=C(COC(=O)Cn1cnc2ccccc2c1=O)NCC12CC3CC(CC(C3)C1)C2
  -4%, 21%, 12%, -1.1%, -1%, 5%, -9%
COc1cc2nc3occc3c(OC)c2cc1OC
  5%, 11%, -5%, -3.4%, 5%, -1%, 3%[2.36 µM]
O=C1c2ccccc2C(=O)N1CCCCSc1nnnn1-c1ccccc1
  ?, ?, -13%, -0.2%, 11%[38.3 µM], -1%, 4%
Cn1c2ccccc2c2ncn(Cc3ccc(F)cc3)c(=O)c21
  nt, 29%, -2%[9.22 µM], 4.0%, nt, nt, -7%
CCN(CC)C(=O)c1c([N+](=O)[O-])c(C(C)(C)C)nn1C
  ?, 6%, 0%, -1.0%, 0%, 0%, -1%
COc1ccc(-c2nc3nc(N)nn3cc2C)cc1F
  nt, -12%, 3%, -3.4%, 4%, 5%, 13%
CC(C)NC(=O)C1(O)c2ccccc2NC(=O)N1c1ccc(Cl)c(Cl)c1 (configuration not stated)
  -2%, -11%[46.1 µM], -4%, ?, 24%[38.3 µM], 0%, 5%
CC(=O)c1ccc(NC(=O)C2(c3ccccc3)CC2(Cl)Cl)cc1 (configuration not stated)
  nt, 52%, 4%[9.22 µM], -1.1%, nt, nt, 1%
NC(=O)c1ccc(NC(=O)COC(=O)CCC(=O)c2ccc(Cl)cc2)cc1
  3%[46 µM], -4%, 19%, -1.9%, 3%, -1%, 6%
O=S(=O)(c1ccccc1)N1CCn2c(nc3ccccc32)C1
  -3%, -12%[46.1 µM], -7%, -1.4%, -22%[38.3 µM], 5%, 0%
CCOc1ccc(N2C(=O)c3cccnc3C2=O)cc1
  0%, -9%[46.1 µM], -6%, 8.4%, 5%[38.3 µM], -5%, ?
Cc1ccccc1-n1ccnc1SCC(=O)NCc1ccco1
  7%[46 µM], 4%, 12%, -2.2%, -2%, 1%, -14%
COc1ccc(C2C(C(=O)N3CCN(c4ccccn4)CC3)CCC(=O)N2c2ccc(OC)cc2)cc1 (configuration not stated)
  -24%[46 µM], -5%, 16%, 4.3%, ?, 0%, -7%
CC1=C(C(=O)OCC(C)C)C2(O)C(=O)c3ccccc3C2(O)N1 (configuration not stated)
  15%, 10%, -29%, 0.0%, -3%, 2%, -4%
C=CC1=C(C)C2=NC1=CC1=NC(=CC3=NC(=CC4=NC(=C2)C(C)=C4CCC(=O)O)C(CCC(=O)O)=C3C)C(C=C)=C1C.[Zn]
  nt, nt, nt, -3.4%, -23%, ?, ?
CCNC(=O)NC(=O)C(C)OC(=O)Cc1coc2cc3c(cc12)CCC3 (configuration not stated)
  nt, 0%, 17%, -3.0%, 0%, 3%, -5%
Cc1nc(NCCc2ccc(S(N)(=O)=O)cc2)c2c3c(sc2n1)CCC3
  -20%, -9%[46.1 µM], ?, -1.0%, 27%[38.3 µM], 19%, 2%
CCC1CCCCN1CCCNC(=O)CC1Oc2ccccc2NC1=O (configuration not stated)
  5%, 7%[46.1 µM], 8%, 0.0%, 23%[38.3 µM], -3%, 3%
CN(C)c1ccc(/C=N/Nc2ccc(-n3ccnc3)nn2)cc1
  -13%, -19%[46.1 µM], 17%, -2.9%, 28%[38.3 µM], -4%, -14%
Cc1ccccc1NC(=S)Nc1cccc2cnccc12
  13%[9.22 µM], 9%, 12%, -1.1%, -3%, 0%, 7%
Cc1cc(C)cc(N2CC(O)=C(c3nc4ccccc4c(=O)[nH]3)C2=N)c1
  ?, 3%, -27%[9.22 µM], 9.2%, 9%, -3%, 6%
O=C(N/N=C\c1cc(Cl)ccc1O)c1ccc(S(=O)(=O)N2CCCCC2)cc1
  ?, -1%, ?, 8.8%, 3%, -1%, 0%
CC1(CC(=O)N/N=C/c2cc3c(cc2Br)OCO3)OCCO1
  -1%[9.22 µM], 17%, -27%, -3.9%, 1%, -3%, 4%
Cc1cc(C(=O)N/N=C/c2ccccc2)c(C)o1
  nt, 3%, 25%[9.22 µM], 3.6%, nt, nt, -1%

# A portion of the library, so the mix of outcomes need not match the whole.
